Assay outcomes: PubChem, National Center for Advancing Translational Sciences (NCATS)
Integrin act MD: integrin-mediated muscular dystrophy alleviation activation; 350,000 compounds, 0.064% hits; alpha7betagal myoblasts, beta-gal FDG fluorescence, 48 h; Potency, µM (top dose mostly 38.3 µM), inactives show top-dose activation, actives largely listed as activators;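 further: potency means the concentration at half of the fitted maximal effect; 100% = response of the positive control SU9516; nearly all actives have a fitted effect of over 60% in size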
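Alpha7betagal+/- myoblasts (passage 13) were plated 16-24 hr, then exposed to compounds (1:260 dilution of DMSO stock) for 48 hours at 37C. After MPER lysis, β-galactosidase reporter activity was read as FDG fluorescence (ex 480/em 540) after 30 minutes.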
PTAP TSG101 blk: blocks PTAP/TSG101 interaction to inhibit HIV-1 budding; Potency, µM (doses to about 115 µM), inactives show at the highest dose activity change, negative = inhibition, most hits filed as inhibitors; Fluorescence polarization, FITC-PTAP peptide / Tsg101 binding; AID 493005; 340,000 tested, under 10 active; active means well fitted inhibition curve with a large enough effect in the main read-out, with a control signal flat, not every such curve was filed as active; inconclusive means small, poorly fitted or top-dose-only effect, or effect the other way, or a change in a side signal; inactive means no such curve, though single readings can be large or run the other way; further: potency means the concentration at half of the fitted maximal effect; % of control where 0% means no effect
Target sequence (Q99816 whole entry, looked up): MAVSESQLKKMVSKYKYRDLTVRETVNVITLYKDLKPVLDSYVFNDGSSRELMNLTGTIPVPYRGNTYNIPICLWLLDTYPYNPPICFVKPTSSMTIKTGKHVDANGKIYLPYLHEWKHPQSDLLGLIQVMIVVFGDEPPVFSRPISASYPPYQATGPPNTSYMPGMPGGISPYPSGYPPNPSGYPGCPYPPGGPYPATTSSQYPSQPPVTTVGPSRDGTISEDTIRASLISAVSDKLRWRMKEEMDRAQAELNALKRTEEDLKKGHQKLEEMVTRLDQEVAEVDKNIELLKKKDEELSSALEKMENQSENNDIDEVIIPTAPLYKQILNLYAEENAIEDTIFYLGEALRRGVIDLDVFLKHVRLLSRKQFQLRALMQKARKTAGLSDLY
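Fluorescence anisotropy tracks displacement of a FITC-tagged PTAP peptide (50 nM) from the Tsg101 binding domain (10 uM), following a 20 min room-temperature incubation at pH 7.5.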
GALK inh: inhibitors of human galactokinase | 270,000 compounds, 0.007% hits | Potency, µM (top dose mostly 57.5 µM), for inactives: at the top dose activity change, negative = inhibition, actives largely listed as inhibitors | P51570 | Purified GALK, Kinase-Glo residual ATP luminescence; further: potency means the concentration at half of the fitted maximal effect; on the % scale 0 is the no-effect control and ±100 the full control effect
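Kinase-Glo Plus luminescence measured ATP left after a 1 h room-temperature reaction. The reaction used 5 nM GALK, 100 uM galactose and 35 uM ATP at pH 8.0 (20 mM HEPES, 5 mM MgCl2, 60 mM NaCl, 1 mM DTT, 0.01% BSA).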
ASM inhibitor: inhibitors of human secretory acid sphingomyelinase. P17405. placental ASM, HMU-PC fluorogenic substrate, 60 min. Potency, µM (titrated, usually from 57.5 µM), without a hit: top-dose activity change, negative = inhibition, most hits filed as inhibitors. 340,000 compounds, 0.006% hits; further: potency means the concentration at half of the fitted maximal effect
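Steps: dispense placental human ASM, pin compound, wait 10 min at room temperature, add HMU-PC0 substrate at 9 uM final, incubate 60 min at 37 °C, add stop solution raising pH to 10, read fluorescence.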
Tb PFK block: inhibitors of T. brucei phosphofructokinase | O15648 | T. brucei PFK, ADP-Glo luminescence | Potency, µM (titrated, usually from 57.5 µM), without a hit: at the highest dose activity, negative = inhibition, most hits filed as inhibitors | 330,000 compounds, 0.17% hits;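 further: potency means the concentration at half of the fitted maximal effect; 0% = uninhibited 1x PFK enzyme wells and -100% = no-enzyme wells; nearly all actives have a fitted effect of over 60% in size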
Target sequence (O15648 whole entry, looked up): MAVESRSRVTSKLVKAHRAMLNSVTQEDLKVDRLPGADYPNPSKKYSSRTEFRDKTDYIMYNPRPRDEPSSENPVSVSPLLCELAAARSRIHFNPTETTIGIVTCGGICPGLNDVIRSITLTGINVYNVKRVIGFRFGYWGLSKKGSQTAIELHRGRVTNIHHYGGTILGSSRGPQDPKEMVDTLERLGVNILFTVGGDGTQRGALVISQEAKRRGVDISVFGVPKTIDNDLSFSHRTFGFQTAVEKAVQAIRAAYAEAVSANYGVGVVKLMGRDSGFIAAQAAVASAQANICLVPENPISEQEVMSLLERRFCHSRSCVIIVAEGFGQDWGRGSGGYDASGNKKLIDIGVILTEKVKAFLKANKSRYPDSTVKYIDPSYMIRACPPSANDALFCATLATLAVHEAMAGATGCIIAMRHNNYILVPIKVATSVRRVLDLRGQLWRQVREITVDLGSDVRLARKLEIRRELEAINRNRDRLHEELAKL
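ADP-Glo luminescence quantified ADP after 45 min at room temperature, with 1.25 nM T. brucei PFK, 0.1 mM ATP and 0.5 mM fructose-6-phosphate in pH 8.0 TEA buffer. qHTS titrations up to 57 µM; curves classified by quality.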
Menin-MLL TR inh: menin-MLL binding inhibition, Texas Red mutant peptide; O00255; Menin + Texas Red MLL mutant peptide, fluorescence polarization; Potency, µM (doses to about 61.6 µM), inactives show at the highest dose FP activity change, negative = inhibition, most hits filed as inhibitors; 270,000 compounds, 0.23% hits; active means well fitted inhibition curve with a large enough effect in the polarisation, with a control signal flat, not every such curve was filed as active; inconclusive means small, poorly fitted or top-dose-only effect, or effect the other way, or a change in a side signal; inactive means no such curve, though single readings can be large or run the other way; the % refers to the polarisation; further: potency means the concentration at half of the fitted maximal effect; % of control where 0% means no effect; many of its hits are not listed in these tables
FBPA coupling cs: inhibits coupling enzyme system, counter-screen for aldolase hits. coupling enzyme system counterscreen, AmpLite Red fluorescence. 290,000 compounds, 0.67% hits. activity change, negative = inhibition, % at 58.2 µM, hits read low; in the data active means activity change below about -30%; further: on the % scale 0 is the no-effect control and ±100 the full control effect
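Coupling enzymes only (glyceraldehyde-3-phosphate) + compound, at 57.5 uM final, 10 min RT; add substrate/coupling/AmpLite Red mix, 20 min RT; fluorescence ex 525/em 598 nm. Actives flag coupling-system interference.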
PKM2 act: PKM2 (human) enzyme activation; P14618; purified PKM2, Kinase-Glo ATP luminescence, activation; response scale: 0% is enzyme alone, no compound; Potency, µM (doses to about 57.5 µM), for the others: at the top dose activation, actives largely listed as activators; 260,000 compounds, 0.34% hits; AID 1631; further: potency means the concentration at half of the fitted maximal effect; on the % scale 0 is the no-effect control and ±100 the full control effect; nearly all actives have a fitted effect of over 55% in size
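hPK-M2, >95% pure; 0.1 mM ADP / 0.5 mM PEP final; imidazole pH7.2 buffer w/ 7 mM MgCl2, 50 mM KCl; 1 h RT; Kinase-Glo lum. Intermediate enzyme activity for dual inhibitor/activator qHTS.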
Giardia killer: kills Giardia lamblia | AID 540267 | activity change, % at 7.66 µM, hits read low | 340,000 compounds, 0.15% hits | Giardia lamblia trophozoite viability; in the data active means activity change below about -80%; inconclusive means between about -30% and that limit;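 further: parasites exposed to compound for two days anaerobically before the ATP read; on the % scale 0 is the no-effect control and ±100 the full control effect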
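Anaerobic 48 hrs incubation at 37 deg C of 100 trophozoites/well with test compounds; ATPLite 1-Step luminescence, 15-30 min RT, reports cellular ATP as viability.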
B2AR arrestin: agonists driving beta-arrestin recruitment to human beta2-adrenergic receptor; beta-arrestin recruitment to beta2AR, cell-based reporter; Potency, µM (top dose mostly 46.1 µM), inactives show at the highest dose activation, hits mostly activators; 330,000 compounds, 0.02% hits; AID 492947;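 further: potency means the concentration at half of the fitted maximal effect; 0% = DMSO controls and full agonism = EC100 isoproterenol or metaproterenol; nearly all actives have a fitted effect of over 65% in size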
Chronic BCR inh: chronic active BCR signaling inhibition. ABC-DLBCL IkBa-CBG/CBR reporter, luminescence ratio, 4 h. 340,000 compounds, 0.05% hits. Potency, µM (series often up to 46.1 µM), inactives show at the highest dose ratio change, negative = lower green/red ratio, hits mostly inhibitors; active means well fitted inhibition curve with a large enough effect in the signal ratio, with a control signal flat, not every such curve was filed as active; inconclusive means small, poorly fitted or top-dose-only effect, or effect the other way, or a change in a side signal; the % refers to the signal ratio;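 further: potency means the concentration at half of the fitted maximal effect; plate controls were basal doxycycline-induced cells for no effect and cells given 10 µM MG132 for full effect; MG132 reads +100%, hits lower the ratio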
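Concentration-response series (up to 46 uM) were applied to TMD8 dual-reporter cells for 4 h at 37C with doxycycline. Green/red ratio, after filter-overlap correction, defined %Activity; red signal alone was normalised to basal cells and zero luminescence.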
Active calls of the source: *; ? = inconclusive; . = no result given; [ ] = dose if it differs, or a comment. Unless noted, the call rests on the fitted dose curve; in most records, active means well fitted curve in the direction sought with a large enough effect; inconclusive means small, poorly fitted or top-dose-only effect, or another doubt; inactive means no such curve, though single readings can be large; an effect the other way counts as inactive or inconclusive. An excerpt; count on the stated rates, not on these rows.

SMILES | Integrin act MD | PTAP TSG101 blk | GALK inh | ASM inhibitor | Tb PFK block | Menin-MLL TR inh | FBPA coupling cs | PKM2 act | Giardia killer | B2AR arrestin | Chronic BCR inh
COc1ccc(OCCSc2nc3ccccc3n2CCC(=O)O)cc1 | ? | 2% | -1% | 5% | -2% | 11% | -4 | -1% | -10 | -1.0% | 1%
COc1ccc(NS(=O)(=O)c2ccc3c(c2)CCCN3C(C)=O)cc1 | 15% | -2% | 1% | 9% | 2% | 5% | 8 | . | ? | 0.0% | 0%
O=C(COc1ccc(Cl)cc1)N(Cc1cccs1)C1CCS(=O)(=O)C1 (stereo not given) | 28% | -2% | . | 7% | -4% | -2% | 1 | 0% | -6 | -0.5% | -5%
Cc1cc2cc(CNC(=S)Nc3ccc(OC(F)(F)F)cc3)ccc2n1C | 15% | -2% | . | -7% | 6% | ? | 1 | -1% | -11 | -0.8% | ?
Cc1nnsc1C(=O)N1CCCC(C(=O)c2ccc(C(F)(F)F)cc2)C1 (stereo not given) | 4% | -3% | 9% | 0% | -3% | -6% | 1 | 3% | -17 | -0.4% | 11%
O=C(C[n+]1ccccc1)N/N=C/c1cc(Br)ccc1O | -6% | -5% | 1% | 0% | 2% | 10% | 0 | . | -3 | -0.5% | 0%
O=C(COC(=O)c1cc([N+](=O)[O-])ccc1N1CCOCC1)NCCc1ccccc1 | -45% | -2% | 7% | . | -4% | . | . | -3% | -2 | -0.8% | -7%
Cc1ccc(C)c(NC(=O)COC(=O)COc2cccc3c2OC(C)(C)C3)c1 | -8% | -1% | . | -1% | -8% | . | . | . | 2 | 0.0% | -9%
O=C(CSc1nncn1-c1ccccc1)Nc1cc(F)ccc1F | 27% | 1% | 0% | 1% | 1% | 2% | 0 | 4% | 0 | -0.1% | 7%
CCn1c(=O)c(C(=O)CN2CCN(S(=O)(=O)c3ccccc3)CC2)c(N)n(Cc2ccccc2)c1=O | -3% | 2% | 2% | 1% | -1% | 20% | -2 | 19% | 2 | 0.3% | 0%
Cc1cc(C(=O)Cn2nc(C(=O)O)c3ccccc3c2=O)c(C)n1CCc1ccc(F)cc1 | -49%[inhibitor] | 2% | -2% | -5% | 3% | . | -1 | 0% | -17 | -1.0% | 9%
CCOc1ccc(NC(=O)N2CCN(c3nc4ccccc4s3)CC2)cc1 | 1% | -4% | -1% | 1% | -1% | 13% | 4 | 7% | -1 | 0.6% | 2%
CCN(Cc1ccccc1)c1ccc(/C=N/NS(=O)(=O)c2cccc([N+](=O)[O-])c2)cc1 | 0% | -4% | -2% | -12% | 0% | ? | 1 | 3% | 1 | -0.2% | -1%
Cc1cc(NC(=O)c2ccccc2)nc(C)n1 | 1% | -4% | 1% | 4% | 0% | . | 1 | -8% | -18 | 0.3% | ?
CSCCC(NC(=O)OCc1ccccc1)C(=O)NCc1cccnc1 (stereo not given) | -1% | -4% | 3% | 3% | -10% | 5% | 0 | . | -6 | -0.3% | 2%
CCOc1ccc2nc(SCC(=O)c3ccc(O)cc3O)sc2c1 | 15% | -4% | 4% | -3% | ? | ? | 2 | . | 0 | 0.2% | -1%
COc1ccc(Cl)cc1/C=N/NC(=O)c1c(-c2ccccc2)noc1C | 5% | -2% | 1% | -8% | -4% | . | . | . | -7 | -0.1% | ?
CCN(C(=O)C(C)Cl)c1ccccc1 (stereo not given) | -24% | -1% | 0% | 1% | -2% | 7% | 3 | 9% | -21 | -0.8% | -9%
Cc1ccc(OCCCC(=O)Nc2nncs2)cc1 | -10% | -2% | 1% | -1% | 0% | -4% | 0 | -3% | -11 | -1.1% | -1%
COc1cc(/C=C/c2ccc3cccc(O)c3n2)cc(OC)c1OC | -70%[inhibitor] | -3% | 2% | 3% | -3% | -4% | 1 | . | -3 | 1.1% | ?
C=CCNC(=O)c1cc(-c2ccc3c(c2)OCO3)on1 | -21% | -4% | -2% | 3% | 0% | 18% | 0 | . | -21 | -0.4% | ?
CC(CCc1ccccc1)NC(=O)Cc1ccc(Br)cc1 (stereo not given) | 17% | -1% | -4% | 0% | -4% | -2% | 1 | 1% | -12 | -0.4% | -2%
COc1ccc2[nH]cc(C(=O)CN3CCCCC3C)c2c1 (stereo not given) | . | . | 7% | . | -3% | 2% | 2 | -7% | . | -0.3% | 0%
Cc1cc(Nc2ccccc2Cl)nc(-c2ccccc2O)n1 | ? | -2% | -2% | -27% | -1% | 111%[activator] | -2 | . | -19 | 0.3% | ?
Cc1ccc(S(=O)(=O)NC(=O)NCCCN2CCOCC2)cc1 | 10% | -1% | 0% | 6% | 11% | 1% | 1 | 0% | -4 | -0.5% | 7%
Cc1ccc(NC(=O)CSc2nc(N)c3c4c(sc3n2)CSC(C)(C)C4)cc1 | -49% | -5% | -1% | -25% | -2% | 1% | 0 | 13% | -12 | 1.9% | ?
CCOC(=O)c1ccc(NC(=O)C2CCN(S(=O)(=O)c3c(C)nn(C)c3C)CC2)cc1 | -4% | 4% | . | -3% | 2% | 26% | 4 | -1% | 8 | 0.5% | 0%
CC(C)C(C(=O)Nc1ccccc1)N1C(=O)c2ccccc2C1=O (stereo not given) | 6% | -5% | -3% | 0% | 15% | 11% | 0 | 1% | -11 | 0.1% | -14%
COc1cccc(C(=O)CSc2nc3cccnc3n2C)c1 | -3% | -1% | 1% | 1% | -1% | -20% | -7 | 1% | -16 | -0.5% | -10%
Cn1c(CNc2nc3ccccc3n2C)nc2ccccc21 | -15% | -9% | 4% | -1% | -2% | 4% | 1 | -14% | 9 | 3.9% | 6%
CCC(Sc1nc(C)cc(C)n1)C(=O)Nc1ccc(Cl)cn1 (stereo not given) | 10% | -11% | 1% | -2% | -2% | -2% | 4 | 1% | -6 | -0.2% | 0%
N/C(=N\OC(=O)Cc1cccs1)c1ccc(Cl)cc1 | ? | 0% | 4% | -4% | 2% | . | 0 | 0% | -2 | -0.8% | ?
CCOCCCNCc1cccc(OC)c1 | -12% | -5% | 0% | -1% | -1% | ? | 0 | -1% | 8 | 0.0% | 5%
Cc1ccccc1OCc1nc(-c2ccc(-n3cccc3)cc2)no1 | -2% | 3% | 0% | -3% | 2% | -7%[11.7 µM] | 0 | -16% | -5 | 4.7% | 9%
CCCCOc1cccc(-c2nnc(N)s2)c1 | -16% | -1% | -1% | -2% | 1% | 0% | -4 | 9% | -28 | 0.1% | 11%
O=C(CSc1nc(=O)n2ccccc2n1)Nc1ccc2c(c1)OCO2 | -9% | -4% | . | 4% | -2% | . | . | . | 11 | 0.1% | ?
CC(C)=CCC[C@](C)(O)C1CC[C@]2(C)C1[C@H](O)CC1[C@@]3(C)CC[C@H](O[C@@H]4O[C@H](CO)[C@@H](O)[C@H](O)[C@H]4O[C@@H]4O[C@H](CO)[C@@H](O)[C@H](O)[C@H]4O)C(C)(C)C3CC[C@]12C (stereo not given in full) | -14% | -6% | . | -11% | 0% | . | . | . | -21 | -0.1% | ?
O=S(=O)(NCCc1ccc(F)cc1)c1cccc2cccnc12 | 18% | 0% | 9% | -2% | 1% | 0% | 3 | -12% | -6 | 0.0% | 0%
COc1cccc(N2C(=O)C3NN=C(C(=O)CN4C(=O)c5ccccc5C4=O)C3C2=O)c1 (stereo not given) | -12% | -2% | 1% | 4% | -6% | . | 0 | -9% | 21 | -0.3% | -6%
O=C1CCCN1CC(O)CS(=O)(=O)Cc1ccccc1 (stereo not given) | ? | 0% | . | 5% | -12% | -18% | 3 | . | 0 | -0.9% | 0%
CC(C)n1c(CCC(=O)O)ccc1-c1ccccc1 | 15% | -1% | 1% | 96%[activator] | 0% | -2% | 8 | -13% | -13 | 0.0% | -7%
CCCCN(C)C(=O)CNC(=O)c1nn(-c2ccc(OC)cc2OC)c(=O)c2ccccc12 | 16% | 0% | 2% | 5% | 0% | -17% | 2 | . | 3 | 0.4% | -8%
O=C(Nc1cccc(S(=O)(=O)N2CCCCCC2)c1)C1CCN(C(=O)c2ccc(F)cc2)CC1 | -40% | 0% | . | -1% | -2% | . | . | . | 6 | -0.4% | 15%
Cc1ccc2c(C)c(C(=O)NCCN3CCOC3=O)oc2c1C | -6% | 0% | 4% | -2% | -1% | 6% | -2 | -4% | -25 | 0.4% | -11%
